# FN deposition inh: fibronectin deposition inhibition | AH1F fibroblasts, Alexa488-fibronectin deposition fluorescence, overnight | inhibition, % at 12.6 µM | 0.086% of 350,000 active | AID 743247;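 active means mean inhibition across replicates of 30% or more, regardless of how many single replicates reach that level; inconclusive means mean under 30% yet at least half of replicates reach 30%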;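 further: positive control wells lacked labelled fibronectin entirely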
#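 Schedule: 1 h cell adhesion before compound, then overnight fibronectin incubation; test system: AH1F fibroblast monolayer depositing Alexa488-labelled fibronectin into matrix; quantity: 10000 AH1F cells per well; probe or stimulus: fluorescent fibronectin at 24 nM final; signal: fluorescence, ex 485 nm, em 525 nm; evaluation: percent inhibition as loss of matrix-bound fibronectin fluorescence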
# EWS-Fli block: inhibitors of EWS/Fli oncoprotein transcriptional activity; A673 NR0B1-luciferase reporter, viability-normalised; inhibition, % at 12.6 µM; 0.67% of 350,000 active;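 active means mean inhibition of at least 50% after viability correction, with every replicate also passing that limit; inconclusive means mean reaches 50% but only one of two replicates passes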;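 further: firefly luciferase signal divided by Alamar Blue viability fluorescence both relative to DMSO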
# CFTR F508del cor: correctors of CFTR F508del function in bronchial epithelial cells; CFBE cells, YFP halide quenching; stimulated with forskolin plus potentiator P3; % fluorescence drop versus neutral controls; activity (quench increase), % at 7.58 µM; 0.36% of 350,000 active;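 active means mean added fluorescence quench of at least 8% versus neutral control, with both replicates also reaching 8%; inconclusive means only one of the mean or replicate conditions met; inactive means mean below 8% and not both replicates reaching 8%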;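 further: cells transiently co-express mutant CFTR-F508del with the halide-sensitive YFP; corrector assay measuring rescue of mutant channel to the surface after 24 h compound exposure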
# INS-1E GSIS act: primary screen for activators of insulin secretion dependent on glucose, INS-1E cells, GLuc reporter luminescence; INS-1E GLuc reporter insulin secretion, 2-3 h; activation, % at 16.6 µM; 0.61% of 370,000 active;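 active means lowest replicate activation of at least 40%, so every replicate reaches that level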;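 further: 0% = median of neutral control wells and 100% = median of IBMX positive control wells; some compounds called inactive have numbers as strong as hits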
# miR122 inh: inhibitors of miR-122 in Huh7 cells; AID 602342; 0.3% of 340,000 active; activation (reporter increase), % at 12.5 µM; Huh7 miR-122 Renilla luciferase sensor, 48 h; neutral wells = 0, positive control = 100;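 active means mean replicate activation score at least 90 and every replicate individually at or above 90; inconclusive means only one of the two criteria met; inactive means neither criterion met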;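 further: higher luciferase means less miR-122 activity so hits act as miR-122 inhibitors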
# DENV2 CPE rescue: inhibitors of DENV2 cytopathic effect | AID 651640 | DENV2-infected cells, cytopathic effect rescue, plate reader | CPE inhibition, % at 9.99 µM | 1.7% of 350,000 active; in the data active means CPE inhibition above about 20%, passing the limit was not always enough; inconclusive means no clear call, values can overlap the other calls; tested in BHK-21 cells;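 further: 0% = median of neutral control wells and 100% = median of positive control wells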
# PAX8 reporter: PAX8 transcriptional activity inhibition. RMG-I TPO-luciferase reporter, SteadyGlo, 24 h. inhibition, % at 12.6 µM. 1.2% of 360,000 active. AID 652154;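 active means mean replicate inhibition at least 60% with every replicate also reaching 60%; inconclusive means only one of the two criteria is met; inactive means mean below 60% and not all replicates reaching 60%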;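 further: luciferase light reporting Pax8 driven TPO promoter activity; plate controls were median of neutral control wells for no effect and mitoxantrone controls for full effect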
# An asterisk follows results filed as active; ? = inconclusive; nt = not tested or not shown; [ ] = another dose, or the depositor's remark.
SMILES,FN deposition inh,EWS-Fli block,CFTR F508del cor,INS-1E GSIS act,miR122 inh,DENV2 CPE rescue,PAX8 reporter
Cc1cc(C(=O)Nc2cccc3c2O[C@H](CN(C)CC2CCCCC2)[C@@H](C)CN([C@H](C)CO)C3=O)n(C)n1,nt,-15,-1.2,2,57[16.7 µM],-12,29
CCN1C(=O)/C(=C/c2cnn(CC)c2C)SC1=S,4,-20,nt,nt,nt,8,-2
COc1ccc(NC(=O)N[C@H]2C=C[C@@H](CC(=O)NC3CCCCC3)O[C@H]2CO)cc1,3,-3,-0.4,7,nt,-7,1
C[C@H]1CCCCO[C@H](CN(C)C(=O)c2ccccc2)[C@@H](C)CN([C@@H](C)CO)C(=O)c2cc(N(C)C)ccc2O1,nt,2,-1.1,-5,2[16.7 µM],-5,5
CC(C)(C)c1ccc(CC(=O)N2CCC2(C)C(=O)NCc2ccc(Cl)cc2)cc1 (stereo not drawn),10,3,-3.2,-20,8,-6,33
Fc1cc(Cl)cc2ccc(-c3ccccc3)nc12,-12,-78,-2.5,2,2,-7,-32
Cc1ccc(NC(=O)c2ccc(S(=O)(=O)C(F)F)cc2)c(C)c1,3,nt,nt,7,nt,nt,-18
O=C(CCCNc1ccccc1)N/N=C/c1cccs1,-3,-27,1.2,-4,nt,-2,-21
CO[C@@H]1CN(C)C(=O)c2cc(NC(=O)Nc3ccccc3)ccc2OC[C@@H](C)N(C(=O)CN(C)C)C[C@@H]1C,0,0,1.1,-1,2[16.7 µM],5,nt
CC(NC(=O)CCC(=O)Nc1ccccc1O)c1ccccc1 (stereo not drawn),-2,5,3.2,-7,24,-2,7
COc1ccc(S(=O)(=O)N2Cc3ccccc3CC2C(=O)Nc2ccc3c(c2)OCO3)cc1 (stereo not drawn),-4,nt,nt,nt,7,nt,-30
C[C@H]1CN([C@@H](C)CO)C(=O)Cc2cc(NS(=O)(=O)c3cccs3)ccc2O[C@@H]1CN(C)Cc1ccc(Cl)c(Cl)c1,-9,16,0.9,-9,-14[16.7 µM],3,nt

# Shown with tabs: part of the list above.
smiles	FN deposition inh	EWS-Fli block	CFTR F508del cor	INS-1E GSIS act	miR122 inh	DENV2 CPE rescue	PAX8 reporter
Cc1cc(C(=O)Nc2cccc3c2O[C@H](CN(C)CC2CCCCC2)[C@@H](C)CN([C@H](C)CO)C3=O)n(C)n1	nt	-15	-1.2	2	57[16.7 µM]	-12	29
CCN1C(=O)/C(=C/c2cnn(CC)c2C)SC1=S	4	-20	nt	nt	nt	8	-2
COc1ccc(NC(=O)N[C@H]2C=C[C@@H](CC(=O)NC3CCCCC3)O[C@H]2CO)cc1	3	-3	-0.4	7	nt	-7	1
C[C@H]1CCCCO[C@H](CN(C)C(=O)c2ccccc2)[C@@H](C)CN([C@@H](C)CO)C(=O)c2cc(N(C)C)ccc2O1	nt	2	-1.1	-5	2[16.7 µM]	-5	5
CC(C)(C)c1ccc(CC(=O)N2CCC2(C)C(=O)NCc2ccc(Cl)cc2)cc1 (stereo not drawn)	10	3	-3.2	-20	8	-6	33
Fc1cc(Cl)cc2ccc(-c3ccccc3)nc12	-12	-78	-2.5	2	2	-7	-32
Cc1ccc(NC(=O)c2ccc(S(=O)(=O)C(F)F)cc2)c(C)c1	3	nt	nt	7	nt	nt	-18
O=C(CCCNc1ccccc1)N/N=C/c1cccs1	-3	-27	1.2	-4	nt	-2	-21
CO[C@@H]1CN(C)C(=O)c2cc(NC(=O)Nc3ccccc3)ccc2OC[C@@H](C)N(C(=O)CN(C)C)C[C@@H]1C	0	0	1.1	-1	2[16.7 µM]	5	nt
CC(NC(=O)CCC(=O)Nc1ccccc1O)c1ccccc1 (stereo not drawn)	-2	5	3.2	-7	24	-2	7
COc1ccc(S(=O)(=O)N2Cc3ccccc3CC2C(=O)Nc2ccc3c(c2)OCO3)cc1 (stereo not drawn)	-4	nt	nt	nt	7	nt	-30

# Following part.
SMILES,FN deposition inh,EWS-Fli block,CFTR F508del cor,INS-1E GSIS act,miR122 inh,DENV2 CPE rescue,PAX8 reporter
CC(C)NC(=O)c1sc2c(c1C(=O)Nc1cccnc1)CCCC2,-9,-9,-1.6,-8,nt,6,11
C[C@@H]1CN([C@@H](C)CO)S(=O)(=O)c2ccc(C#CC3CCCC3)cc2O[C@H]1CN(C)C,-9,16,-0.6,-6,2[16.7 µM],22*,1
CCc1ccc(CN(C)C(=O)C2CCC(=O)N(CCCN3CCCC3=O)C2)cc1 (stereo not drawn),-1,-8,3.0,-5,-9,-1,0
C[C@@H]1CN([C@@H](C)CO)C(=O)Cc2cc(NC(=O)CCN3CCOCC3)ccc2O[C@H]1CN(C)S(C)(=O)=O,nt,-8,-2.0,12,2[16.7 µM],0,9
Cc1cc([N+](=O)[O-])ccc1NS(=O)(=O)c1ccccc1,-16,-4,-1.8,-34,5,5,18
COCC(=O)Nc1ccc2c(c1)OC[C@@H](C)N(CC1CC1)C[C@H](C)[C@H](OC)CN(C)C2=O,6,-4,-3.9,18,nt,6,-2
O=C(CN1CCN(C(=O)c2cccc(S(=O)(=O)N3CCCC3)c2)CC1)Nc1ccccc1Cl,1,-3,2.9,-8,-8,0,14
C[C@@H]1CN([C@@H](C)CO)C(=O)c2cc(NC(=O)c3ccccc3)ccc2O[C@@H](C)CCCCO[C@@H]1CN(C)Cc1ccc2c(c1)OCO2,nt,5,0.3,-20,-2[16.7 µM],2,6
COc1cc(C(=O)NCc2nnc(SCC(=O)NCc3ccco3)o2)cc(OC)c1OC,-6,3,4.0,-5,-6,0,9
C[C@@H]1CCCCO[C@@H](CN(C)C)[C@@H](C)CN([C@@H](C)CO)C(=O)c2cc(NC(=O)Nc3ccc(F)cc3)ccc2O1,nt,-4,0.5,7,3[16.7 µM],-11,-11
CC(=O)N1CCN(S(=O)(=O)c2cccc(C(=O)NC3CCCC(C)C3C)c2)CC1 (stereo not drawn),3,10,-0.7,nt,-13,-5,7
CNC(=O)C[C@@H]1CC[C@@H]2[C@@H](COc3ccc(NC(=O)c4cccc(OC)c4)cc3C(=O)N2C)O1,2,3,-0.8,5,0[16.7 µM],-3,-4
CN(C)C(=O)N1CCC(C(=O)NCC2CCCO2)CC1 (stereo not drawn),nt,nt,nt,0,1,-4,nt
COc1ccccc1-c1cn(CC[C@H]2CC[C@H](NC(=O)c3ccccc3F)[C@@H](CO)O2)nn1,-8,4,6.8,7,nt,5,28
COc1ccc(NC(=O)NC2(C(=O)N3CCOCC3)CCCCC2)cc1,2,-12,-0.4,-1,-6,?,-5
CC1=C(C(=O)N(C)C)CC(CC(=O)NC2CCCCC2)C(=O)N1CCC1=CCCCC1 (stereo not drawn),-15,-78,0.4,-6,-2,-1,-104
CCOC(=O)C1=C(C)C2C3C(=O)N(c4ccc(C)cc4C)C(=O)C3C1(C)C1C(=O)N(c3ccc(C)cc3C)C(=O)C21 (stereo not drawn),-7,nt,nt,17,-6,nt,-20
COc1ccc(-c2csc(NCCc3nc4cc(Cl)c(N5CCCCC5)cc4n3CCOCCO)n2)cc1,5,11,1.7,-2,nt,-4,18
Cc1ccc(CN2CCN(c3cccc4[nH]ccc34)CC2)cc1,4,7,-0.7,-5,nt,-5,26
O=C(Cc1ccncc1)Nc1ccc2c(c1)[C@@H]1C[C@H](CC(=O)N3CCOCC3)O[C@H](CO)[C@@H]1O2,-11,0,-4.0,-3,9[16.7 µM],-11,5
COC(=O)c1ccc(C)c(NC(=O)CCCN2C(=O)CN(C)C2=O)c1,3,-4,1.3,32,-8,-7,nt
COc1ccc(OCC(O)CNC(=O)Nc2cc(C)cc(C)c2)cc1 (stereo not drawn),4,-8,-1.3,11,nt,0,8
CC1(C)CC2CC(C)(CN2C(=O)Cc2ccccc2)C1 (stereo not drawn),0,nt,nt,nt,2,nt,-4
COc1ccc(NC(=O)N(C)C[C@@H]2OCCCC[C@H](C)Oc3ccc(NC(=O)Nc4c(C)noc4C)cc3C(=O)N([C@H](C)CO)C[C@@H]2C)cc1,nt,-4,-2.6,-6,-2[16.7 µM],2,3
CC(NC(=O)c1cc2cc(Cl)ccc2oc1=N)c1ccccc1 (stereo not drawn),2,nt,2.5,-14,6,-7,13
O=[N+]([O-])c1ccc(N2CCN(CCO)CC2)cc1Sc1ccccn1,-7,-19,nt,22,nt,-9,19
COc1cccc(S(=O)(=O)Nc2ccc3c(c2)[C@@H]2C[C@H](CC(=O)NCc4ccccc4F)O[C@@H](CO)[C@@H]2O3)c1,nt,-17,-1.0,-13,4[16.7 µM],-6,-21
Cc1ccc(-n2nnnc2SCC(=O)NC2CCCc3ccccc32)cc1 (stereo not drawn),3,-1,-2.3,-17,4,nt,5
O=C(C[C@@H]1CC[C@@H]2[C@H](COC[C@H](O)CN2C(=O)c2ccc(F)cc2)O1)N1CCOCC1,0,4,1.0,-1,-6[16.7 µM],8,-19
COc1ccc(CNC(=O)C[C@H]2CC[C@@H]3[C@H](COc4ccc(NC(=O)C5CC5)cc4C(=O)N3C)O2)cc1,-7,7,-0.7,-5,0[16.7 µM],-16,1
C[C@@H]1CN([C@H](C)CO)C(=O)c2cccc(N(C)C)c2O[C@H]1CN(C)Cc1ccc(C(F)(F)F)cc1,-12,13,0.3,-4,52[16.7 µM],0,17
CNC(=O)C[C@@H]1CC[C@H]2[C@H](COc3ccc(NS(=O)(=O)c4ccccc4C)cc3C(=O)N2C)O1,-6,0,-0.2,1,8[16.7 µM],19,4
CCS(=O)(=O)N1CCC(C(=O)NCc2ccc(F)cc2)CC1,8,nt,nt,3,-4,nt,nt
Cc1cc(-c2c(C)[nH]n(-c3ccc(Cl)cc3)c2=O)n(-c2ccc(Cl)cc2)n1,10,nt,nt,nt,10,nt,5
CCN(CC)c1ccc(/C=N/NC(=O)CNC(=O)c2ccccn2)cc1,-1,4,-2.1,-3,nt,3,7
C[C@@H]1CN([C@H](C)CO)C(=O)c2cccc(N(C)C)c2O[C@@H]1CN(C)Cc1ccc(Oc2ccccc2)cc1,24,3,-0.1,-5,-4[16.7 µM],-2,17
CC(C)NC(=O)C1(C)CCN1C(=O)c1cccc(F)c1 (stereo not drawn),0,-4,5.0,0,-2,6,5
COc1ccccc1C(=O)NCC(=O)N/N=C/c1ccc2c(c1)OCO2,1,-17,-2.0,18,-6,?,-6
CCC(=O)Nc1ccc2c(c1)C(=O)N(C)[C@@H]1CC[C@H](CC(=O)O)O[C@H]1CO2,-13,5,-3.7,0,12[16.7 µM],24*,0
CC1=C(C(=O)Nc2cccnc2)C(c2cccnc2)n2ncnc2N1 (stereo not drawn),1,nt,nt,2,-2,nt,-2
Cn1c(SCC(=O)N/N=C/C=C\c2ccccc2[N+](=O)[O-])nc2ccccc21,10,6,nt,-16,nt,-7,13
O=C(C[C@H]1C[C@H]2c3cc(NC(=O)Cc4ccncc4)ccc3O[C@H]2[C@H](CO)O1)NCc1ccc2c(c1)OCO2,nt,10,-2.4,-41,4[16.7 µM],0,-10
Clc1cccc(OCCCN2CCCC2)c1Cl,-2,3,0.5,21,nt,-6,-3
